# L major viab = inhibitors of Leishmania major promastigote growth; inhibition, % at 10 µM; actives 9% (n = 200,000); Leishmania major promastigotes, resazurin fluorescence viability; in the data active = inhibition above about 50%;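 also: promastigotes grown with compound for 44 hours at 28 °C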
# Diaphorase act = diaphorase activation or chemical reduction counter-screen; Diaphorase/resazurin coupled assay, resorufin fluorescence, 16 min; stronger effect = higher value; 1 = vehicle wells, 0 = NADH-free wells; activation factor at 20 µM; actives 0.005% (n = 190,000); AID 1229;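 active = diaphorase activity raised at least twofold by the compound at 20 µM; inactive = activation factor below 2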
#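 Assay system: bacterial diaphorase enzyme (C. kluyveri) / Input: enzyme 0.07 U/mL final / Medium: 50 mM HEPES pH 7.4 with 4.542 mM MgCl2, 0.005% Tween 20 / Doses: single compound dose of 20 µM, 1% DMSO final / Incubation: 16 min enzyme reaction, ambient temperature / Signal: fluorescence, excitation 544 nm and emission 590 nm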
# PMI act satM6P = activators of human phosphomannose isomerase at near-saturating mannose 6-phosphate; coupled PMI enzyme assay, resazurin fluorescence, 20 min; stronger effect = higher value; 1 = untreated enzyme, 0 = substrate-free blank; activation factor at 20 µM; actives 0.34% (n = 190,000); AID 1216;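 active = activation factor of 2 or more at 20 µM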
#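 Material: human phosphomannose isomerase with PGI, G6PDH, diaphorase coupling enzymes; amount: PMI at 15 ng/mL final; also added: Mannose-6-phosphate 1.0 mM (near-saturating) plus 0.22 mM NADP+; incubation: enzyme reaction with compound 20 min at room temperature; signal: resorufin fluorescence (Ex 544/Em 590 nm) from resazurin via diaphorase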
# PMI activator = activators of human phosphomannose isomerase; P34949; purified human PMI, coupled resazurin fluorescence, 20 min; stronger effect = higher value; 1 = vehicle control, 0 substrate-free wells; activation factor at 20 µM; actives 0.005% (n = 190,000);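 active = activation factor of 2 or more at 20 µM, relative to plate controls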
# TNAP act hiacc = TNAP (human) activation, high acceptor; purified TNAP, CDP-star luminescence, 1 M DEA, 30 min; stronger effect = higher value; 0 = EDTA background, 1 = DMSO-only activity; activation factor at 20 µM; 200,000 tested, under 10 active; AID 1136;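 active = activation factor at least 2 at 20 µM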
# Target sequence (P05186 whole entry, looked up): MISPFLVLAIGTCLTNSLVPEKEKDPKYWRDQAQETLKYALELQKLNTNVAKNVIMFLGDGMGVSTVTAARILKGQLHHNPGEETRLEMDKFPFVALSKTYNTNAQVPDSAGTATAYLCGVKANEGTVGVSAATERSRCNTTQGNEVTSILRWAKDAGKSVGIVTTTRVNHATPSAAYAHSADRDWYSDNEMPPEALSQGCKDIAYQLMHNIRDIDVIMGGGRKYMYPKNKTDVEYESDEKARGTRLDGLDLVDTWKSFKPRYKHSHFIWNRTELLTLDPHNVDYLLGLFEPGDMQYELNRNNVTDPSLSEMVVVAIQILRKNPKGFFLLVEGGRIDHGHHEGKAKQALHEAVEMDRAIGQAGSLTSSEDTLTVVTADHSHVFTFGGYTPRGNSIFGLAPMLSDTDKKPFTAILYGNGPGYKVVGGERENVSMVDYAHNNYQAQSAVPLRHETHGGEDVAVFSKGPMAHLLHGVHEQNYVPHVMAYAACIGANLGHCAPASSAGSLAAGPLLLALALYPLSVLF
#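 system = human TNAP | amount = enzyme diluted 1/800 final | reagent = 100 µM CDP-star substrate | signal = luminescent substrate turnover signal | dosing = one dose, 20 µM | benchmarks = EDTA negative control, DMSO positive control | measure = activation factor | timing = 30 min reaction, room temperature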
# Diaph inh CS = inhibits diaphorase or chemically oxidizes, flagging diaphorase assay artifacts; actives 0.69% (n = 190,000); diaphorase resazurin-to-resorufin fluorescence, NADH, 16 min; bacterial (C. kluyveri) enzyme, not human; inhibition, % at 20 µM;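 active = primary screen inhibition at 20 µM above a set limit, cut at about 50% in these data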;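 also: plate controls were DMSO with full reaction for no effect and wells lacking NADH for full effect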
#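 Benchmarks: positive control wells lacking NADH, neutral wells with DMSO only. System: bacterial diaphorase enzyme (C. kluyveri). Input: 0.14 U/mL diaphorase, enzyme working solution. Detection: resorufin fluorescence, excitation 544 nm, emission 590 nm. Times: 16-min room-temperature incubation before reading.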
# bIAP activator = intestinal alkaline phosphatase (bovine) activation; purified bovine IAP, CDP-star luminescence, 30 min; stronger effect = higher value; fold of DMSO-control signal, blank-subtracted; actives 0.17% (n = 200,000); activation factor at 20 µM;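 active = activation factor of 2 or more at 20 µM, a signal rise over negative controls twice the positive control's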
# TNAP inh noacc = blocks human TNAP activity with no phosphate acceptor present; inhibition, % at 20 µM; purified TNAP, CDP-star luminescence, 30 min; actives 0.26% (n = 200,000); AID 1012;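 active = tissue-nonspecific alkaline phosphatase inhibition above about 50% at 20 µM in the single-dose screen, limit read from the data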;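 also: 0% = DMSO negative control and 100% = EDTA positive control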
# bIAP inhibitor = intestinal alkaline phosphatase (bovine) inhibition; 190,000 tested, under 10 active; inhibition, % at 20 µM; purified bovine IAP, CDP-star luminescence, 30 min;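 active = over 50% inhibition of intestinal alkaline phosphatase at 20 µM in the single-dose screen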
#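 Assay system – bovine IAP enzyme · Quantity – bovine IAP at 1/65,000,000 final dilution · Detection – CDP-star luminescence signal · Times – 30 min reaction at room temperature · Also added – CDP-star substrate at 30 µM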
# TNAP inh hiacc = blocks human TNAP under high phosphate acceptor concentration; P05186; actives 0.03% (n = 200,000); AID 1135; purified TNAP, CDP-star luminescence, 1 M DEA; inhibition, % at 20 µM;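 active = over 50% inhibition of tissue-nonspecific alkaline phosphatase at 20 µM in the single-dose screen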;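 also: plate controls were DMSO wells for no effect and EDTA-quenched wells as full inhibition for full effect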
# * = called active by the depositor.
# Sequence of screens – L major viab	Diaphorase act	PMI act satM6P	PMI activator	TNAP act hiacc	Diaph inh CS	bIAP activator	TNAP inh noacc	bIAP inhibitor	TNAP inh hiacc
O=C(CN1C(=O)CCC1=O)Nc1cccc(NC(=O)CN2C(=O)CCC2=O)c1
→ -1	0.9	1	1	1	8	1	-5	5	-3
CCN(CC)c1ccc(C2NC(=O)NC(C)=C2C(=O)Nc2ccccc2)cc1 (stereo unspecified)
→ -2	0.9	1	1.1	1.1	6	0.9	-3	10	-11
COc1cccc(CN2CCC(C(=O)N3CCC(C)CC3)CC2)c1
→ -1	0.8	0.9	0.9	1	20	1	-7	-4	-4
O=C1NC(=Nc2ccc(Cl)cc2)/C(=C/c2ccco2)S1
→ 44	0.8	0.8	1	1	24	1	11	-2	3
CC1=NN(c2nc(-c3ccc(C)cc3)cs2)C(=O)C1N=Nc1cccc(O)c1 (stereo unspecified)
→ 39	0.8	0.8	1	0.9	23	1.1	-3	-14	12
CCOc1cc(S(=O)(=O)N2CCC(c3nc4ccccc4s3)CC2)c(OCC)cc1S(=O)(=O)N1CCCCC1
→ -7	0.9	0.9	0.9	1.1	14	1	-6	-4	-8
Cn1nc(-c2ccccc2)c(-c2nc(-c3cccc(C(F)(F)F)c3)no2)c1Cl
→ -5	0.8	1	1	1.1	24	0.8	-20	16	-9
CCOC(=O)c1ccccc1NS(=O)(=O)c1ccccc1F
→ 11	0.8	0.9	1	1.1	22	0.9	-12	14	-6
COC(=O)c1cc(=O)c2c([N+](=O)[O-])ccc(OC)c2o1
→ 6	1	1.1	1.1	0.9	-2	1	-6	2	9
CC1=CC(C)(C)Nc2ccc(OC(=O)C(Cc3ccccc3)N3C(=O)C4CCCCC4C3=O)cc21 (stereo unspecified)
→ 66*	0.7	0.7	0.7	1	34	1	0	4	1
COc1ccc(NC(=O)C2CCCN(S(=O)(=O)c3cccc4nonc34)C2)c(OC)c1 (stereo unspecified)
→ -4	1	1	1	1	-2	1	-8	-3	-3
COc1ccc(F)cc1S(=O)(=O)NC(Cc1ccccc1)C(N)=O (stereo unspecified)
→ -5	1	1.1	1.1	1	1	1.1	-11	-6	-3
CS(=O)(=O)N1CCN(C(=S)NCc2ccc(Cl)cc2)CC1
→ -4	0.9	1	1.1	1	9	1	-17	2	-4
Cc1ccc(-c2nc3ccccc3o2)cc1NC(=S)NC(=O)c1cccs1
→ -4	0.9	1	1.1	1	9	0.8	6	16	-4
FC(F)(F)c1ccccc1NC(=S)N1CCN(Cc2ccc3c(c2)OCO3)CC1
→ 48	1.2	1	0.9	1	-17	1.2	-4	-18	-2
NNC(=O)c1ccc2c(c1)S(=O)(=O)NNC2=O
→ -8	1	2.9*	1.9	1	0	1.1	4	-7	-2
COc1cccc(C(=O)CSc2nnc(CNS(=O)(=O)c3ccc(C)cc3)n2C)c1
→ -1	0.9	1.1	1	1.1	13	1	-11	2	-6
CCOc1ccc(NC(=O)C(CC(=O)O)Cc2ccccc2)cc1 (stereo unspecified)
→ 0	1	1	1	1.1	2	0.8	-12	19	-8
CCOc1cc(Br)c(C(=O)O)cc1OCC
→ -3	0.9	1	1	1	8	0.9	-12	9	-3
O=C(c1ccc(S(=O)(=O)NCC2CCCO2)cc1)N1CCc2ccccc21 (stereo unspecified)
→ -6	1	1	1	1	-4	0.9	-11	12	-1
COc1ccc(Nc2ncnc3ccc([N+](=O)[O-])cc23)c(OC)c1
→ 18	0.9	1.1	1.1	1	5	0.9	-5	11	-1
COC(=O)C1=NNC2C(=O)N(c3ccc(C)cc3)C(=O)C12 (stereo unspecified)
→ -8	1.1	1	1.1	1	-6	1.1	-10	-13	-4
COC(=O)C1CCN(Cc2cn(-c3ccccc3)nc2-c2ccc3c(c2)OCO3)CC1
→ 14	0.9	0.9	0.9	1.1	9	1.1	-8	-6	-8
NC(=O)c1ccc(-n2c(CCC(=O)O)ccc2-c2cccs2)cc1
→ -1	1	0.9	1.1	1	-2	1.1	-6	-14	1
O=C(C1CCCO1)N1CCN(C(c2ccccc2)c2ccccc2)CC1 (stereo unspecified)
→ 96*	0.9	1.1	1	1	6	1	-1	-2	0
CN(c1ccccc1C(=O)Nc1ccc2c(c1)OCCO2)S(C)(=O)=O
→ -4	1	1	1.1	1	-3	0.9	-4	9	-5
C=CCNCCOCCOc1ccc(Cl)cc1C(C)(C)C
→ 100*	1	1.2	1.2	1.1	-3	0.8	-9	21	-6
CC[n+]1ccccc1/C=C/Nc1ccccc1
→ -2	1	0.9	0.4	1	2	0.9	2	8	3
CCn1cc(S(=O)(=O)CC(=O)NC2CCCCC2)c2ccccc21
→ -1	0.9	1.1	1.1	1.1	14	0.9	-3	6	-7
CN1CCC(N(C)C(=O)NC2CCCCC2)CC1
→ -9	0.9	1	1	1.1	5	0.9	-14	6	-7
CCCOc1c(Cl)cc(C(=O)NC)cc1OC
→ 2	0.9	1	1	1.1	9	1	-9	2	-7
CNC(=S)N(Cc1ccc2c(c1)OCO2)C1CC(=O)N(c2ccc(F)cc2)C1=O (stereo unspecified)
→ -5	0.8	0.8	0.8	1	18	0.9	-8	12	-1
COC(=O)c1cc2c(-c3ccccc3)c(C)c3ccccn3c-2c1C(=O)OC
→ -1	0.8	1	0.9	1.1	18	0.6	-3	40	-10
COc1ccc(CNC(=O)CN(c2ccc(OC)cc2)S(=O)(=O)c2c(C)nn(C)c2C)cc1
→ 9	0.9	1	1	1	9	1	-5	2	-1
CCOC(=O)CSc1nnc(-c2ccc(S(=O)(=O)N3CCC(C)CC3)cc2)o1
→ -3	0.9	1	1	1.1	9	0.9	-12	5	-7
O=C(Nc1ccccc1O)c1c(O)c2c([nH]c1=O)CCCC2
→ -4	0.9	1	0.9	1	14	1.3	-6	-30	-4
COc1ccc(NC(=O)C(c2ccc(OC)cc2)N(C)C(=O)CC2NC(=O)NC2=O)cc1 (stereo unspecified)
→ -4	0.9	0.9	0.9	1	10	0.9	-20	12	-1
Cc1ccc(-c2nnn(CC(=O)N(c3ccccc3F)C(CC(C)C)C(=O)NCC3CCCO3)n2)cc1 (stereo unspecified)
→ 9	0.8	1	0.9	1	16	1	-7	0	-4
N#Cc1nc(-c2cccs2)oc1NCc1ccc(Cl)cc1
→ -11	0.8	0.9	0.9	0.9	24	0.9	-3	13	7
O=C(Nc1ccccc1N1CCN(C(=O)c2ccccc2)CC1)c1ccc2c(c1)OCO2
→ 16	0.8	0.9	1	1	22	1	4	-2	-3
O=C(CCNC(=O)c1ccccc1Cl)NCC12CC3CC(CC(C3)C1)C2
→ -4	0.9	1	1	1	12	1.1	-9	-11	-4
COc1ccc(CCn2c(C)cc3c(c2=O)C(c2ccncc2)C(C#N)=C(N)O3)cc1OC (stereo unspecified)
→ 3	0.9	0.9	1	1	13	1.2	-7	-15	-5
C/C(=N\NS(=O)(=O)c1ccc(Br)cc1)c1cccs1
→ -6	0.9	1	1	1	11	1	-4	1	4
Cc1ccc(NC(=O)CC2NCCNC2=O)cc1Cl (stereo unspecified)
→ -5	1	1	1	1	-3	1.1	-5	-11	-2
CCOC(=O)N1CCN(Cc2cc(=O)oc3ccc4ccccc4c23)CC1
→ 4	0.7	0.8	0.8	1	25	0.9	-10	6	-4
O=C(c1cc2ccccc2oc1=O)N1CCN(C(=O)C2CCCO2)CC1 (stereo unspecified)
→ -8	0.9	0.9	0.9	1	12	1	-12	2	-4
O=C(CNC(=O)c1ccncc1)N/N=C/c1cccc([N+](=O)[O-])c1
→ 13	1	1.2	1.2	1	-4	0.9	-7	6	-4

# Compound activity deposited in PubChem BioAssay by several laboratories.
